IkB signaling: suppresses IkB signaling in ABC-DLBCL reporter cells | ABC-DLBCL IkBa-CBG/CBR dual luciferase ratio, 4 h; response scale: scaled: untreated 0%, proteasome inhibitor 100% | Potency, µM (doses to about 57.1 µM), inactives show at the top dose IkBa stabilization activation | 110,000 compounds, 0.04% hits; active = well fitted curve in the direction sought with a large enough effect in the signal ratio, not every such curve was filed as active; inconclusive = small, poorly fitted or top-dose-only effect, or a change in a side signal; the % refers to the signal ratio;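 note: the direction sought is a rising ratio; 0% = basal untreated cells and 100% = reference inhibitor full response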
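In this assay, an IκBα–CBG68 fusion accumulates when IKK-driven degradation is blocked; native CBR normalizes for cell number. OCI-Ly3 cells were treated 4 h with compound and doxycycline, then green and red light read after Chroma-Glo addition.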
p53ts 39C kill: p53ts cell cytotoxicity, nonpermissive temperature; H1299-p53A138V viability at 39C, ATP luminescence, 24 h; Potency, µM (titrated, usually from 46.1 µM), for inactives: at the highest dose activity change, negative = cell killing, actives largely listed as cytotoxic; 130,000 compounds, 1.5% hits; note: nearly all actives have a fitted effect of over 55% in size
Imprint erasure: genomic imprint erasure induction; mouse ES Peg3-LacZ reporter, beta-gal luminescence, 40 h; Potency, µM (titrated, usually from 60.7 µM), for inactives: at the highest dose activity change, positive = activation, actives largely listed as activators; 110,000 compounds, 0.02% hits;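 note: 0% = negative control wells on the plate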
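Gelatin-coated wells received 300 freshly trypsinized female ES cells with a Peg3LacZ-Neo reporter on the maternal allele, then incubated 40 hours at 37C. BetaGlo was added for 5 minutes at room temperature before a single luminescence read.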
p53ts 32C kill: p53ts cell cytotoxicity, permissive temperature; 130,000 compounds, 0.93% hits; AID 924; Potency, µM (titrated, usually from 46.1 µM), for the others: at the highest dose activity change, negative = cytotoxicity, hits mostly cytotoxic; H1299-p53A138V at 32C, ATP luminescence viability, 24 h;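 note: 0% = DMSO and -100% = full killing by reference compound; nearly all actives have a fitted effect of over 55% in size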
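Viability by ATPlite luminescence after 24 h compound treatment (up to 46 uM) at the permissive 32C. Cells are H1299 carrying p53 A138V. Scale runs from DMSO basal to 100 uM tamoxifen as full kill; AC50 from Hill fits.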
* = called active by the depositor; ? = inconclusive; . = not tested or not shown; [ ] = dose if it differs, or a comment. Unless noted, calls come from the whole dose curve; as a rule, active = well fitted curve in the direction sought with a large enough effect; inconclusive = small, poorly fitted or top-dose-only effect, or another doubt; inactive = no such curve, though single readings can be large; an effect the other way counts as inactive or inconclusive. Unless noted, % is set by controls: 0 for no effect and ±100 for the full control effect; potency is the fitted concentration of half-maximal effect.

canonical_smiles	IkB signaling	p53ts 39C kill	Imprint erasure	p53ts 32C kill
CN(C)c1ccc(C(CNC(=O)Cc2ccc(Cl)cc2)N2CCOCC2)cc1 (centres undefined)	-0.5%	-17%	-12%[10.9 µM]	9%
CO/N=C\[C@@H](NS(=O)(=O)c1ccc(C)cc1)[C@H](C)/C=C\CC(=O)OC	.	22%[9.22 µM]	.	4%[9.22 µM]
CCOCCn1c(CN(Cc2ccccc2)Cc2ccccc2)nc2c1c(=O)[nH]c(=O)n2C	1.7%	1%	-8%	7%
Cc1cccc(N(C)C(=O)c2cc(S(=O)(=O)N3CCCCC3)c[nH]2)c1	?	-2%	-7%[10.9 µM]	9%
C[C@@H](C(=O)Nc1ccc2ccccc2c1)[C@H]1C[C@]1(C)[C@H](NS(=O)(=O)c1ccc(-c2ccccc2)cc1)c1ccccc1	.	-6%	-17%	10%
O=C1C2C3C=CC(C3)C2C(=O)N1c1ccc2c(c1)OCO2 (centres undefined)	.	-5%	.	6%
O=C(NCc1ccccc1)N[C@@H](Cc1c[nH]c2ccccc12)C(=O)O	0.5%	-3%	-4%	3%
O=C(c1ccccc1)N1CCCCC(S(=O)(=O)c2ccccc2)C1=O (centres undefined)	1.2%	2%	2%	1%
CCc1ccc(C2CC(=O)c3c([nH]c(C(=O)OC4CCCCCC4)c3C)C2)cc1 (centres undefined)	5.8%	-13%	-3%[10.9 µM]	5%
COC(=O)c1ccccc1NC(=O)NCC1CCCO1 (centres undefined)	1.2%	11%	3%	2%
Cc1cc(NCCCN2CCOCC2)n2nc(C)c(-c3ccccc3)c2n1	0.8%	-2%	-18%	-6%
Cc1ncc(CSc2nnnn2-c2ccccc2)c(N)n1	0.5%	5%	-11%	-8%
O=c1c2sccc2n(Cc2cc(=O)n3ccccc3n2)c(=O)n1-c1cccc(C(F)(F)F)c1	-0.2%	-4%	-11%[10.9 µM]	3%
CCOC(=O)c1ccc(NC(=O)Cn2cc(C(=O)c3ccc(Cl)cc3)c(=O)c3ccc(C)nc32)cc1	?	10%	-5%[10.9 µM]	7%
Cc1ccccc1CN1CCN(CC(=O)NCc2ccco2)C1=O	-0.4%	2%	2%	0%
O=C(CSc1nnc(-c2cccs2)n1-c1ccccc1)NCc1ccco1	7.2%	10%	3%	-2%
CCC(=O)c1ccccc1OCCCN1C(=O)NC(C)(C)C1=O	-0.9%	8%	-9%	8%
COc1cccc(-c2n[nH]c3c2C(c2ccccn2)N(C)C3=O)c1 (centres undefined)	-0.3%	-13%	-10%[10.9 µM]	12%
CCOC(=O)C1=C(CNCc2ccc(C)cc2)NC(=O)NC1c1ccc(OC)cc1 (centres undefined)	4.1%	4%	-26%	3%
CCCCSc1nnc(CCC)n1N	-0.1%	4%	7%	-9%
CCOC(=O)c1c(C)[nH]c(C(=O)CN2C(=O)NC(C)(c3ccc(C)cc3)C2=O)c1C (centres undefined)	?	-6%	-15%	-8%
CC1C(=O)CCC1(C(=O)O)c1ccccc1 (centres undefined)	1.4%	1%	-10%	10%
O=C(c1cc2c(s1)CCCC2)n1cccn1	5.2%	-1%	16%	-8%
COc1ccc(OC2OC3COC(C)(C)OC3C(O)C2NC(C)=O)cc1 (centres undefined)	.	2%	.	-5%
Cc1cccc(C)c1NC(=O)CSc1nnc(-c2ccncc2)n1Cc1ccco1	0.3%	-5%	5%	8%
COc1ccc(COC(=O)N/N=C2/C[C@@H](O)[C@@H](O)[C@@H]3[C@@H]4C(=O)N(C(C)(C)C)C(=O)[C@H]4CC[C@H]23)cc1	.	3%[9.22 µM]	.	6%[9.22 µM]
COc1cccc(C(=O)N2CCN(Cc3ccccc3C(F)(F)F)CC2)c1	0.7%	-13%	-15%	-4%
CC(C)N=C(NC#N)SCC(=O)NC(C)(C)C	0.7%	0%	-10%	0%
O=C1C=C(NCCN2CCOCC2)CC(c2ccccc2)C1 (centres undefined)	-1.2%	6%	-4%	4%
C/C(N)=C(/C#N)C(=O)COC(=O)C1Cc2ccccc2CN1S(C)(=O)=O (centres undefined)	2.1%	-14%	-5%	8%
O=C(O)CNS(=O)(=O)c1cc(Cl)c(Cl)cc1Cl	0.5%	12%	18%	4%
O=C(Cc1ccc(Cl)cc1)Nc1nnc2n1CCS2	?	-9%	5%[10.9 µM]	8%
CCOc1ccc(CCNC(=O)CCc2c(C)nc3c(-c4ccccc4)c(C)nn3c2C)cc1OCC	-0.1%	-7%	-16%[10.9 µM]	1%
CCOc1ccccc1CNC(=O)CCCn1c(=O)c2cccn2c2ccc(F)cc21	-0.6%	-8%	-11%[10.9 µM]	1%
Cc1cc(NC(=O)c2cc(CC(C)C)on2)no1	0.7%	-14%	-7%	-13%
CSCCC(C(=O)Nc1ccc2c(c1)OCO2)N1C(=O)c2ccccc2C1=O (centres undefined)	-1.1%	0%	-1%	-6%
Cc1cccc(C)c1NC(=O)CCS(=O)(=O)c1cccc2nonc12	-1.7%	33%[activator]	25%[10.9 µM]	0%
CCN1CCN(CCCNC(=O)c2ccc3c(c2)NC(=O)c2ccccc2S3)CC1	-0.5%	-2%	-5%	0%
Clc1ccccc1OCc1nn2c(-c3ccncc3)nnc2s1	-1.6%	7%	-5%	17%
CCc1cccc(CC)c1NC(=O)Cn1nnc2sc(-c3ccccc3)cc2c1=O	?	1%	-13%[10.9 µM]	10%

Copied from the listing, 2 compounds:
canonical_smiles	IkB signaling	p53ts 39C kill	Imprint erasure	p53ts 32C kill
CCOC(=O)c1c(C)[nH]c(C(=O)CN2C(=O)NC(C)(c3ccc(C)cc3)C2=O)c1C (centres undefined)	?	-6%	-15%	-8%
CC1C(=O)CCC1(C(=O)O)c1ccccc1 (centres undefined)	1.4%	1%	-10%	10%

Next section.
canonical_smiles	IkB signaling	p53ts 39C kill	Imprint erasure	p53ts 32C kill
CCCS(=O)(=O)N1CCC(C(=O)N2CCN(Cc3ccccc3)CC2)CC1	-0.5%	4%	-10%	0%
CC(=O)N1CCc2cc(S(=O)(=O)N3CCc4ccccc4C3)ccc21	-0.1%	-5%	-23%	13%
Cc1ccc2c(CNCc3ccc(C)o3)c(C(=O)O)n(Cc3ccccc3C)c2c1	?	-21%	28%[10.9 µM]	13%
CCOCCCNS(=O)(=O)c1ccc2c(c1)CCN2C(C)=O	-1.4%	-12%	-8%	4%
COc1cc(C(=O)Nc2cccc(-c3nc4cc(C)ccc4o3)c2C)cc(OC)c1OC	-4.6%	-18%	-18%	-15%
Cc1ccc(NC(=O)CCc2nc3cccnc3n2-c2ccccc2)cc1Cl	?	-23%	-6%[10.9 µM]	5%
Cc1cc(C(=O)N2CC(C)CC(C)C2)n(-c2ccccc2)n1 (centres undefined)	-2.0%	-2%	-6%	4%
CCc1ccc(CCC(=O)Nc2sc3c(c2C#N)CCCC3)o1	?	143%[activator]	-43%[inhibitor]	35%[activator]
CCn1c(NC)cc(=O)n(C)c1=O	.	-7%	.	0%
CC(C)(C)c1ccc(C(=O)NC2(C(F)(F)F)NC(=O)N(CCc3ccccc3)C2=O)cc1 (centres undefined)	?	?	10%[10.9 µM]	-24%
O=C(CSc1nnc(Nc2ccccc2F)s1)NCc1ccco1	?	6%	-90%[inhibitor]	-5%
Cc1cc(C)c(S(=O)(=O)NCCCN2CCOCC2)cc1Br	.	-9%	.	-3%
CCCS(=O)(=O)N1CCC(C(=O)NCC2CCCO2)CC1 (centres undefined)	-0.4%	-3%	-2%	-3%
O=C(CC(=O)c1ccccc1)c1ccccc1	.	-20%	-28%	-12%
c1ccc(C2C3=C(CCCC3)Nc3ncnn32)cc1 (centres undefined)	0.2%	-6%	3%	3%
O=C1CCC(c2ccccc2)N1C(=O)c1cccnc1 (centres undefined)	-1.0%	6%	5%	-6%
CC(Nc1ccc(Cl)cc1)c1cc(Cl)ccc1O (centres undefined)	.	-5%	.	-21%
COc1ccc(NC(=O)CCNS(=O)(=O)c2ccc3c(c2)CCCC(=O)N3)cc1	-0.4%	14%	19%[10.9 µM]	-2%
O=C(Nc1cnccn1)C1c2ccccc2Oc2ccccc21	-3.0%	4%	-14%	9%
O=C(Nc1nccs1)C1CCCN(S(=O)(=O)c2cccnc2)C1 (centres undefined)	-0.3%	2%	-6%	7%

6 records picked at random from the list so far:
canonical_smiles	IkB signaling	p53ts 39C kill	Imprint erasure	p53ts 32C kill
O=C(CC(=O)c1ccccc1)c1ccccc1	.	-20%	-28%	-12%
CCOCCCNS(=O)(=O)c1ccc2c(c1)CCN2C(C)=O	-1.4%	-12%	-8%	4%
CCCS(=O)(=O)N1CCC(C(=O)N2CCN(Cc3ccccc3)CC2)CC1	-0.5%	4%	-10%	0%
O=C(Nc1cnccn1)C1c2ccccc2Oc2ccccc21	-3.0%	4%	-14%	9%
COc1ccc(NC(=O)CCNS(=O)(=O)c2ccc3c(c2)CCCC(=O)N3)cc1	-0.4%	14%	19%[10.9 µM]	-2%
Cc1ccc2c(CNCc3ccc(C)o3)c(C(=O)O)n(Cc3ccccc3C)c2c1	?	-21%	28%[10.9 µM]	13%

The listing continues:
canonical_smiles	IkB signaling	p53ts 39C kill	Imprint erasure	p53ts 32C kill
COc1ccc(Nc2nc(C)nc(N)c2S(=O)(=O)c2ccccc2)cc1	-2.8%	7%	6%[10.9 µM]	-3%
CCOc1ccc(C(=O)Nc2cc(-c3nc4ccccc4o3)ccc2C)cc1Cl	8.3%	0%	-4%[10.9 µM]	1%
CCOC(=O)N[C@H](Cc1c[nH]c2ccccc12)C(=O)Nc1cccc(Cl)c1	?	-13%	6%[10.9 µM]	10%
O=C(O)c1ccccc1-c1ccccc1C(=O)Nc1ccc2c(c1)[nH]c(=O)c1ccccc12	-0.7%[11.4 µM]	-9%[9.22 µM]	-9%[10.9 µM]	-2%[9.22 µM]
CCOC(=O)CSC1=C(C#N)C(c2ccco2)C(C(=O)Nc2cccc(C(F)(F)F)c2)=C(C)N1 (centres undefined)	?	-5%	-8%	-5%
CCCCN(CC)CCCNC(=O)Cn1ncc2c3ccccc3n(Cc3ccccc3F)c2c1=O	?	?	-10%[10.9 µM]	-8%
O=C(Nc1cc(F)ccc1F)c1cc2nc(-c3ccco3)cc(C(F)(F)Cl)n2n1	0.2%	8%	7%[10.9 µM]	-2%
COc1cc2nc(NCCc3ccc(Cl)cc3)n3nc(-c4ccccc4)nc3c2cc1OC	0.5%	?	4%[10.9 µM]	4%
O=C(COC(=O)c1ccc(F)cc1)Nc1ccccc1N1CCOCC1	.	20%	.	10%
CC(=O)N(c1ccccc1)c1c(F)c(F)c(F)c(F)c1F	0.4%	8%	11%	8%
O=C1CCCc2cc(S(=O)(=O)N3CCCC(C(=O)NCc4ccc(Cl)cc4)C3)ccc2N1 (centres undefined)	?	-14%	-7%[10.9 µM]	-11%
COc1ccc2nc(Nc3nc(C)c(C(C)=O)s3)sc2c1	?	?	-30%	13%
c1cncc(-c2nc(NCc3ccco3)c3ccccc3n2)c1	?	-6%	7%	-1%
N#Cc1nc(Cc2ccccc2)oc1N1CCN(c2cccc(Cl)c2)CC1	2.8%	4%	-5%	9%
CCCNc1ccc(-c2nc(-c3ccncc3)no2)cc1[N+](=O)[O-]	0.8%	7%	-20%[10.9 µM]	-1%
CC(CCO)Nc1nc2c([nH]1)c(=O)n(C)c(=O)n2C (centres undefined)	1.6%	7%	-12%	-2%
O=C(Nc1nccs1)c1nc(-c2ccccc2)n(-c2ccccc2)n1	1.3%	2%	-4%	10%

Screening data deposited in PubChem by National Center for Advancing Translational Sciences (NCATS).
